Source: PubChem (several laboratories)
NALP1 yeast inh = inhibitors of NALP1 inflammasome in yeast. inhibition, % at 10 µM. S. cerevisiae NALP1/ASC/caspase-1 growth, X-gal OD620, 72 h. actives 0.61% (n = 280,000); in the data active = inhibition mostly above about 24%, no sharp cut-off; inactive = mostly below about 32%; also: some compounds called inactive have numbers as strong as hits
pCIP destab = compounds decreasing mouse p/CIP protein stability; Q05BA5; F442A p/CIP-EGFP cells, EGFP fluorescence, 16 h; decrease of EGFP signal, % at 10 µM; actives 0.01% (n = 290,000); AID 1984;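 active = EGFP signal decrease of at least 30% at 10 µM or well 3 SD below plate mean, unless failing retest; inactive = the rest, including hits failing retest or dose response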; also: some compounds called inactive have numbers as strong as hits; many of its hits are not listed in these tables
M18AAP inhibitor = blocks P. falciparum M18 aspartyl aminopeptidase | recombinant PfM18AAP, H-Glu-NHMec fluorogenic cleavage | inhibition, % at 7.35 µM | actives 1.2% (n = 290,000) | AID 1822;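 active = inhibition above the campaign mean inhibition over all tested compounds plus 3 SD, cut at about 28% in these data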;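 also: 0% = plate median of test compound wells and 100% = 2 mM ZnCl2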
PHOSPHO1 inh = PHOSPHO1 (human) inhibition | recombinant PHOSPHO1, absorbance phosphatase assay | AID 1565 | actives 1.1% (n = 290,000) | inhibition, % at 13.3 µM | Q8TCT1; in the data active = inhibition above about 60%
Target sequence (Q8TCT1 whole entry, looked up): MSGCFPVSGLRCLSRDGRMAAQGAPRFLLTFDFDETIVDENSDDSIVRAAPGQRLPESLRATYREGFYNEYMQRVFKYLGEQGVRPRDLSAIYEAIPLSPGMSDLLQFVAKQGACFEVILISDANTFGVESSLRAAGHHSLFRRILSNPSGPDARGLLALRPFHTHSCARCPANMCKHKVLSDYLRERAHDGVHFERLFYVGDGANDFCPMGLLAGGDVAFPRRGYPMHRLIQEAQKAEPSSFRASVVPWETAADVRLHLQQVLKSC
GPR7 antag = human neuropeptides B/W receptor 1 antagonism; P48145; GPR7-expressing cells, fluorescence antagonist assay; inhibition, % at 4.4 µM; actives 1.1% (n = 290,000); AID 1861; in the data active = inhibition above about 16%, passing the limit was not always enough;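 also: cells stimulated with the agonist NPW; 0% = agonist with vehicle and 100% = vehicle without agonist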
Target sequence (P48145 whole entry, looked up): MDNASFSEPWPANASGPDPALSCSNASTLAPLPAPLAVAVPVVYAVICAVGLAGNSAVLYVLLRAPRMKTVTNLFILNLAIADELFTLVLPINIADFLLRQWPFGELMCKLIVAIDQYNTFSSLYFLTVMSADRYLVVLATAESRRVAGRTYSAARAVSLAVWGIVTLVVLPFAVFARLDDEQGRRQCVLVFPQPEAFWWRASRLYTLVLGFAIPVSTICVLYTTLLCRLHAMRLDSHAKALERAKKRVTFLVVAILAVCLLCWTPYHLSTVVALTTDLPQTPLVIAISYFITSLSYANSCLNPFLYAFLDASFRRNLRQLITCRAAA
IDE cell inh = inhibitors of human insulin-degrading enzyme in cells | HEK cells, FAbetaB cleavage, fluorescence polarization | P14735 | actives 0.41% (n = 320,000) | inhibition, % at 5.59 µM;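 active = percent inhibition above the average of all tested compounds plus 3 SD, set per screening campaign, cut at about 16% in these data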;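 also: IDE supplied by intact live HEK cells; FP after avidin binding of uncleaved biotin substrate so inhibition keeps polarization high; 0% = DMSO wells and 100% = 60 µM reference IDE inhibitor Ii1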
IDE act = activators of human insulin-degrading enzyme in cells | P14735 | HEK cells, FAbeta-B cleavage, fluorescence polarization; 0% vehicle, 100% cell-free pure enzyme wells | activation, % at 5.96 µM | actives 0.073% (n = 340,000) | AID 493087;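 active = activation above the mean of all tested compounds plus 3 SD, set per screening campaign, cut at about 17% in these data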
IMP-1 inhibitor = inhibitors of Pseudomonas aeruginosa IMP-1 metallo-beta-lactamase; inhibition, % at 5.6 µM; actives 0.45% (n = 290,000); purified IMP-1, nitrocefin hydrolysis, epi-absorbance fluorescence;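 active = inhibition above the mean plus 3 SD of all compounds in the same screening run, cut at about 4.5% in these data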;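 also: 0% = IMP-1 with DMSO and 100% = DMSO wells lacking enzyme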
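System: purified IMP-1; amount: IMP-1 0.2 nM before substrate addition; compound: single dose, 5.6 µM; times: 25 °C, 15 min preincubation, 25 min reaction; signal: Epi-absorbance via hydrolysed-nitrocefin quenching of white-plate fluorescence, 480/530 nm, EDTA stop; benchmarks: DMSO with and without IMP-1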
VIM-2 inh = inhibitors of Pseudomonas aeruginosa VIM-2 metallo-beta-lactamase; purified VIM-2, nitrocefin hydrolysis, epi-absorbance fluorescence; inhibition, % at 5.6 µM; actives 0.89% (n = 290,000); AID 1527;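 active = inhibition above the mean of all tested compounds plus 3 SD, cutoff set per screening run, cut at about 7.5% in these data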;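 also: red hydrolysis product quenches plate fluorescence so inhibitors raise well fluorescence; 0% = enzyme with DMSO and 100% = DMSO without enzyme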
Starred values were filed as active, the others as inactive; . = not tested or not shown.

Order of results: NALP1 yeast inh	pCIP destab	M18AAP inhibitor	PHOSPHO1 inh	GPR7 antag	IDE cell inh	IDE act	IMP-1 inhibitor	VIM-2 inh
- CCCCC(=O)O[C@H]1CC[C@H]2[C@@H]3CCc4cc(O)ccc4[C@H]3CC[C@]12C
→ 20	-4	-2	28	-8	3	0	-0.3	-2.1
- COc1ccc(C2CC(=O)C3=C(C2)Nc2ccccc2N(C(=O)C2CC2)C3c2cccnc2)cc1OC (configuration not stated)
→ 22	4	-3	-50	-8	-5	6	-1.8	-2.8
- CN(C)S(=O)(=O)c1cccn1-c1ncc(C(F)(F)F)cc1Cl
→ 12	-13	-9	13	0	2	3	-4.6	-0.1
- O=C(CN(C(=O)c1cccc([N+](=O)[O-])c1)C1CCCCC1)Nc1ccc(Cl)c([N+](=O)[O-])c1
→ 28	-7	0	3	-2	3	4	-3.9	-1.5
- CCN(CC)C(=O)Cn1c(=O)n(CCCC(=O)NCc2ccccc2)c(=O)c2sccc21
→ -9	-5	2	-50	-11	3	0	-2.4	-0.8
- C=CCn1c(N)c(C(=O)OC(C)CC)c2nc3ccccc3nc21 (configuration not stated)
→ 7	-1	4	-6	5	.	2	-1.7	-1.6
- CC1=C(C(=O)N2CCCC(CCC(=O)NCc3ccccc3F)C2)OCCO1 (configuration not stated)
→ 10	-5	-1	32	7	0	0	-3.4	-1.9
- CC(C)(C)NC(=O)CCc1nnc(Cc2c[nH]c3ccccc23)o1
→ -9	-1	5	2	-13	7	5	-3.4	-4.8
- CC1COc2ccccc2N1S(=O)(=O)c1ccccc1 (configuration not stated)
→ 1	-16	3	28	-9	1	.	-1.8	-1.8
- C=CCn1c(SCC(=O)OC)nc2sc3c(c2c1=O)CCN(C)C3
→ 4	-9	-6	7	-8	2	.	-0.6	6.0
- C[C@]12CC[C@@H]3c4ccc(O)cc4CC[C@H]3[C@@H]1CC[C@@H]2OC(=O)CCC(=O)O
→ -6	5	-2	8	-2	3	6	-2.6	-1.6
- COc1cc(/C=N\NC(=O)c2ccc(Cn3nc([N+](=O)[O-])c(Cl)c3C)o2)ccc1O
→ -18	-1	-18	0	16	0	1	-4.4	-5.4
- Cc1noc(C)c1COC(=O)c1ccc(F)c(S(=O)(=O)N2CCCCC2)c1
→ -7	15	2	-16	-7	1	6	-3.1	-1.4
- COc1ccc(NC(=O)C(c2cc3c(cc2[N+](=O)[O-])OCO3)N2CCN(C=O)CC2)cc1 (configuration not stated)
→ 28	-9	17	-3	1	-2	4	-0.7	-2.3
- CCNc1nc(NCC)nc(N(C#N)CCOc2ccccc2)n1
→ 13	-2	5	19	-23	3	3	-3.6	-1.9
- CCOc1ccc(-n2c(Cc3cc(=O)[nH]c(=O)[nH]3)nnc2SCC(=O)OC)cc1
→ -19	4	-12	-4	-1	1	3	-4.6	-3.0
- CC(C)(C)Nc1ncnc2c1cnn2-c1ccccc1
→ .	-4	.	13	.	-2	-1	.	.
- O=C1CCCN1CC1CCCN(Cc2nc(COc3ccccc3)no2)C1 (configuration not stated)
→ -5	-11	-6	35	-6	4	-3	0.8	-1.9
- COc1ccc(-n2nnnc2-c2cccc(OC)c2)cc1
→ 37	5	-4	10	4	8	-4	-3.9	-1.3
- O[C@@H]1CN(Cc2ccccc2Cl)CC[C@H]1N1CCOCC1
→ 6	-8	-8	34	-8	2	5	-1.8	-2.7
- CN(CC(=O)Nc1ccc(S(=O)(=O)N(C)C)cc1)Cc1ccc(C(F)(F)F)cc1
→ 2	-12	7	57	0	5	1	-1.1	-0.7
- NS(=O)(=O)c1ccc(CCNC(=O)c2ccco2)cc1
→ 22	-14	-6	42	-10	5	1	0.3	1.9
- CCCn1c(O)c(N=NC(=O)c2ccco2)c2ccccc21
→ 32	-15	3	5	-7	1	1	-2.0	1.2
- COc1ccc(NC(=O)C2CCC(CNS(=O)(=O)c3cccs3)CC2)cc1OC (configuration not stated)
→ -1	-1	-4	23	-8	-13	7	-3.8	-3.1
- Cc1ccc(N=Nc2ccc(O)c(/C=N\NC(=O)c3ccc(N)cc3)c2)cc1C
→ -5	4	8	17	-2	-3	2	-3.3	-3.5
- CCC(Cc1ccccc1)NC(=O)Cn1cccc1C(=O)c1ccccc1 (configuration not stated)
→ 19	27	0	41	6	1	-2	-2.7	-6.8
- Cc1ccc(N(C(=O)c2sc(C)nc2C)C(C(=O)NCc2ccco2)c2ccccc2)cc1 (configuration not stated)
→ 30	-10	-4	6	-10	2	2	-0.8	-0.4
- O=[n+]1c2c(n([O-])c3c1CCCC3)CCCC2
→ -15	-6	6	7	-12	6	0	-4.2	-5.3
- COC(=O)c1ccc(Oc2nc(N(C)C)nc(N3CCOCC3)n2)cc1
→ 10	-9	2	42	2	4	-4	-1.0	-0.1
- O=C(CSc1ncnc2c1nnn2Cc1ccc(F)cc1)NCC1CCCO1 (configuration not stated)
→ -2	-21	-4	48	3	2	6	-1.2	-1.6
- COc1ccc2[nH]c(C(=O)Nc3ccccc3Cl)cc2c1
→ -11	-10	-5	4	-10	0	.	0.4	-2.8
- COc1ccc(C)cc1NC(=O)CCNS(=O)(=O)c1ccc2c(c1)CCC(=O)N2
→ 8	2	-3	40	-8	3	-1	-2.0	-2.1
- O=C(CSCc1ccccc1)N1CCN(C(=O)c2ccco2)CC1
→ -9	5	12	-6	-7	3	-1	3.0	-2.1
- CN(Cc1ccccc1)c1nc2c(c(=O)[nH]c(=O)n2C)n1CCSc1ncccn1
→ .	.	0	.	-13	.	.	-4.2	-4.3
- Cc1nnc(SC(C)C(=O)Nc2c(C)n(C)n(-c3ccccc3)c2=O)n1N (configuration not stated)
→ -11	-11	7	-27	-9	-1	7	-1.2	-0.5
- CSc1cccc(NS(=O)(=O)c2ccc3c(c2)oc(=O)n3C)c1
→ 16	-2	-2	-11	0	4	1	-2.6	-2.8
- CC1(C)CC(=O)C(C2C3=C(CC(C)(C)CC3=O)Oc3ccc4ccccc4c32)C(=O)C1 (configuration not stated)
→ 13	-4	-7	37	0	-2	8	-2.2	-2.0
- Cc1ccc2cc(C)c(N3CCC(C)CC3)nc2c1
→ 20	1	3	5	-19	-3	0	-2.6	-3.0
- c1ccc(Cn2c[n+](Cc3ccccc3)c3ccccc32)cc1
→ -30	-12	0	46	-5	1	2	-3.4	-6.1
- CS/C(=N/S(=O)(=O)c1ccc(C)cc1)c1ccccc1
→ -24	3	1	13	-8	0	0	-1.9	-0.2
- CCOc1ccc(N)cc1OC
→ -3	-4	14	16	-9	4	3	-3.9	-1.5
- COc1ccc(N2CC(C(=O)N[C@@H](C)C(=O)NCCc3ccccc3)CC2=O)cc1 (some centres not stated)
→ 12	-10	-2	24	-7	-1	3	-0.2	-3.2
- COc1ccc(S(=O)(=O)n2cnc(C)c2)cc1
→ -2	1	-5	34	-2	7	5	-2.4	-3.2
- CC(C)n1nnnc1SCC(=O)NCc1ccc2c(c1)OCO2
→ 8	7	4	27	1	3	4	-2.4	-2.7
- CCC(CC)NC(=O)/C=C/c1cccc([N+](=O)[O-])c1
→ 37	-5	-4	-9	-7	5	6	-1.4	-0.4
- CCN(CC)c1ccc(/C=C(\C#N)C(=O)NCc2ccco2)cc1
→ 31	-20	9	4	6	90*	.	5.3*	18*
- CCOC(=O)C(=O)/C(=C\N(C)C)c1onc(-c2ccccc2Cl)c1C(=O)OC
→ 24	-16	2	6	2	-5	5	-1.5	-6.0
- Cc1cc(C)cc(NCC(=O)Nc2c(C)cccc2C)c1
→ 33	-5	2	-3	-4	1	-5	-5.2	-0.5
- CC1CCCN(c2oc(-c3cccc4ccccc34)nc2C#N)C1 (configuration not stated)
→ 20	-5	-12	-22	-1	-2	-2	-0.4	-0.1
- CC(=O)C1=C(C)NC(SCC(=O)c2ccc(Cl)cc2)=C(C#N)C1CC(C)C (configuration not stated)
→ 2	5	-6	87*	-10	3	-3	-4.4	-3.5
- Cc1c(C)n(-c2ccccc2)c2ncnc(NCCN(C)C)c12
→ 9	3	0	-11	-3	-6	2	-4.0	3.8
- O=C(Cn1c(=O)[nH]c2ccccc2c1=O)Nc1ccc2c(c1)OCCO2
→ -4	-1	2	17	6	-3	-5	-1.2	-1.0
- CC1(C)N=C(c2ccccn2)C(C)(C)N1O
→ -15	8	-2	-1	1	6	-7	-4.3	-4.6
- CCN1CCN(CCCNC(=O)c2cc3cc4ccc(OC)cc4nc3o2)CC1
→ 30	0	-6	33	-8	1	3	-1.5	3.4
- Cn1c(N)c(S(=O)(=O)NCc2ccccc2Cl)c(=O)n(C)c1=O
→ 3	-11	-6	-2	8	9	3	-5.0	-3.1
- CCCC/C(O)=C1\C(=O)CCCC1=NCCc1c(C)[nH]c2ccc(OC)cc12
→ .	-4	-4	32	-7	1	2	-2.0	-1.5
- CCOC(=O)C1=NNC2C(=O)N(Cc3ccccc3)C(=O)C12 (configuration not stated)
→ .	-4	3	46	-6	4	2	-2.5	-2.5
- COc1ccc(Cl)cc1NC(=O)c1cc(C)no1
→ 23	6	-10	-29	-7	.	-3	-3.5	-2.6
- O=C(N/N=C/c1c[nH]c2ccccc12)c1cc(Cl)ccc1O
→ 15	3	6	.	36*	1	3	1.5	-1.9
- Cc1onc(C(=O)N2CCN(C(c3ccccc3)c3ccccc3)CC2)c1[N+](=O)[O-]
→ 42	-4	2	-1	-14	4	4	-0.8	-1.2

Continuation:
Order of results: NALP1 yeast inh	pCIP destab	M18AAP inhibitor	PHOSPHO1 inh	GPR7 antag	IDE cell inh	IDE act	IMP-1 inhibitor	VIM-2 inh
- O=C(O)c1cc(=O)[nH]c2c(Cl)cccc12
→ 2	-4	1	34	-6	1	2	-1.7	-3.7
- CN(C)c1ccc(-c2noc(-c3ccccc3O)n2)cc1
→ -1	-12	-8	-2	0	2	7	-2.2	-0.1
- O=C(Oc1ccccc1C(=O)N1CCOCC1)c1cccc(Br)c1
→ -7	-14	8	-36	-3	-2	2	0.9	-1.0
- Cc1ccc(S(=O)(=O)NCc2csc(C)n2)c(C)c1
→ 1	-9	-13	-7	-13	-3	-1	-3.6	-0.3
- COCCCNC(=O)c1c(NC(=O)C2COc3ccccc3O2)sc2c1CCCC2 (configuration not stated)
→ -3	0	8	17	-7	-3	7	2.4	-1.2
- CCOC(=O)CNC(=O)COc1coc(CN2CCN(Cc3ccccc3)CC2)cc1=O
→ 31	-3	-3	41	9	-6	-2	-0.7	-2.7
- O=C(NCC1CCCCC1)c1cc([N+](=O)[O-])ccc1N1CCOCC1
→ 4	-9	-4	-2	22	0	3	-2.5	0.9
- CCOC(=O)C1CCCN(c2c(NCCC(C)C)c(=O)c2=O)C1 (configuration not stated)
→ 0	-5	4	20	-15	12	1	-2.1	-2.0
- CC(C)(C)NC(=O)CN(CCN1CCOCC1)C(=O)CNS(=O)(=O)c1ccc(Cl)cc1
→ 18	-8	-6	17	-16	-4	5	-3.9	-0.5
- Cc1ccc([N+](=O)[O-])cc1Nc1nc(N2CCOCC2)nc(N2CCOCC2)n1
→ -32	12	1	-19	-6	-1	1	-2.0	-2.9
- CC(Sc1n[nH]c(=O)[nH]c1=O)C(=O)OCc1ccccc1 (configuration not stated)
→ 16	-3	-7	-3	-8	-9	0	-0.4	0.8
- C[N+](C)(C)CCCN1C(=O)CCCC1=O
→ 9	-9	6	9	-4	-3	2	2.0	-9.7
